NRP1-CendR mod: modulators of CendR peptide binding to NRP-1, primary screen, biochemical, fluorescence polarization, uHTS. AID 602438, 2012. FAM-RPARPAR peptide binding to NRP-1. Neuropilin-1 (Homo sapiens), O14786. 0.85% of 360,000 active. inhibition, % at 25 µM;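 active means inhibition or corrected inhibition above about 18%, plus a signal ratio from 0.5 to 1.5, limit read from the data, passing the limit was not always enough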; further: strong numbers were not always called active
SKN-1 block: suppressors of acrylamide-induced Pgst-4::GFP reporter in worms, primary screen, SKN-1 inhibitor project, whole organism, uHTS, GFP/RFP fluorescence ratio, strain VP596 | C. elegans VP596 Pgst-4::GFP/RFP ratio, 24 h | inhibition, % at 21.8 µM | 0.49% of 360,000 active;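 active means interference check ratio from 0.5 to 1.5 plus GFP to RFP signal ratio inhibition reaching or exceeding a fixed threshold, cut at about 30% in these data, passing the limit was not always enough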; further: some compounds called inactive have numbers as strong as hits
Rin1-Abl PPI inh: inhibitors of Rin1-Abl protein binding, primary screen, biochemical, TR-FRET; Tyrosine-protein kinase ABL1 (Homo sapiens) + Ras and Rab interactor 1 (Homo sapiens), …; inhibition, % at 7.35 µM; 0.4% of 360,000 active; in the data active means inhibition above about 5%, passing the limit was not always enough
Neddyl block: inhibitors of cullin neddylation, primary screen, biochemical, TR-FRET, uHTS, NAE and Ubc12 | NEDD8-conjugating enzyme Ubc12 (Homo sapiens) + NEDD8-activating enzyme E1 regulatory … | calls only at 25 µM | 0.58% of 360,000 active; in the data active means inhibition above about 36%
MsrA act: bovine MsrA enzyme activators, primary screen, biochemical, absorbance, HTS | 0.3% of 360,000 active | activation, % at 10.6 µM | purified bovine MsrA, absorbance read-out | Methionine sulfoxide reductase A (Bos taurus) | AID 602163, 2012; in the data active means activation above about 7.5%;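 further: 0% = vehicle and 100% = reference activator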
FAS-TE inh: FAS thioesterase domain inhibitors, primary screen, biochemical, fluorescence intensity, uHTS; Fatty acid synthase (Homo sapiens), P49327; recombinant FAS-TE, OMFH fluorogenic substrate, fluorescence endpoint; inhibition, % at 15 µM; 0.67% of 360,000 active;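 active means compounds whose normalised, plate-corrected inhibition of enzyme fluorescence in the single-dose primary screen is 50% or more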;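 further: 0% = DMSO with enzyme and 100% = substrate without enzyme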
MsrA inh: bovine MsrA enzyme inhibitors, primary screen, biochemical, absorbance, HTS | Methionine sulfoxide reductase A (Bos taurus) | purified bovine MsrA, absorbance read-out | inhibition, % at 15.5 µM | 0.75% of 360,000 active | AID 651718, 2012; in the data active means inhibition above about 4.5%;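 further: 0% = vehicle wells with enzyme and 100% = reference inhibitor wells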
MT1-MMP act inh: blockers of MT1-MMP proenzyme processing, primary screen, HT1080 RFP-PRO-GFP cells, GFP/RFP fluorescence | GFP/RFP ratio change, % at 20 µM | GFP/RFP ratio fluorescence, overnight; percent of plate control window, DMSO zero | 0.061% of 360,000 active | Matrix metalloproteinase-14 (Homo sapiens), P50281;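 active means GFP/RFP ratio change of at least 30% with cell ATP level not reduced by more than half and red fluorescence within 50% of control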; further: strong numbers were not always called active
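Assay system: HT1080 RFP-PRO-GFP cells. Benchmarks: DMSO vehicle wells and RFP-L50D-GFP reporter cell wells. Times: overnight cell settling, then overnight compound exposure, 37 °C, 5% CO2. Compound: 20 µM single dose, 1% DMSO. Read-out basis: GFP/RFP fluorescence ratio.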
E coli Lon inh: inhibitors of E. coli Lon protease, primary screen, biochemical, fluorescence polarization. P0A9M0. purified E. coli Lon protease. inhibition, % at 7.94 µM. 0.42% of 360,000 active. AID 602123, 2011; in the data active means inhibition above about 13%, passing the limit was not always enough;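 further: 0% = enzyme with probe and DMSO and 100% = no enzyme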
Target sequence (P0A9M0 whole entry, looked up): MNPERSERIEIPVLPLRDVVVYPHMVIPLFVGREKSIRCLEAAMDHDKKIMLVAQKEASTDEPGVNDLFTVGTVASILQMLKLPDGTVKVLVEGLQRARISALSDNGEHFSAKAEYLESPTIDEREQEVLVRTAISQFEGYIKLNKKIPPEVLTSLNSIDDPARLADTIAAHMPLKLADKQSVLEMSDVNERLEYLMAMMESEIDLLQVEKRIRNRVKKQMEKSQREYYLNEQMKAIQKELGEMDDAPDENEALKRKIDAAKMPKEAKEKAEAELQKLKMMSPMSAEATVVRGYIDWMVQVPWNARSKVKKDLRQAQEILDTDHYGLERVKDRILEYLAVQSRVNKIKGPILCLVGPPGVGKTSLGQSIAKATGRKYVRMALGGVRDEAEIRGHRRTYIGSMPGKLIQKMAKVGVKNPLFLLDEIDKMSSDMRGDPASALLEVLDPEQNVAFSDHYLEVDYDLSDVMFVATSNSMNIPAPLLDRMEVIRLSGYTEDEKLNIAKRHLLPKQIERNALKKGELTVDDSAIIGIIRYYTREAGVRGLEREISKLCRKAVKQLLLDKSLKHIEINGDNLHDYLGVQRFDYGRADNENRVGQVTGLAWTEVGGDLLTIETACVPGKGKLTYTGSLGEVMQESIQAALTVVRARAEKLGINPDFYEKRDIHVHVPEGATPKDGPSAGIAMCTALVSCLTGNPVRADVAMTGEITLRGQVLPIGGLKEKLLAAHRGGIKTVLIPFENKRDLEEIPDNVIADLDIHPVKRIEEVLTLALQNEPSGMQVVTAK
An asterisk follows results filed as active; i = inactive; x = no result given.

SMILES	NRP1-CendR mod	SKN-1 block	Rin1-Abl PPI inh	Neddyl block	MsrA act	FAS-TE inh	MsrA inh	MT1-MMP act inh	E coli Lon inh
CN(CCC1CCOCC1)C(=O)CC1C(=O)NCCN1CC1CCCCC1 (centres undefined)	8	3	0	i	-10	-8	0.4	8	-4
Cc1cc(NC(=O)CCC(=O)N(CC(=O)NC2CCCC2)c2ccc(F)cc2)no1	15	18	-4	i	-2	-5	0.8	1	-13
O=C1NC[C@H](CCCCN2CCN(Cc3ccccc3)C(=O)C2=O)N(Cc2ccccc2)C1=O	-5	10	x	i	-3	-8	-1.0	2	4
CCCNC(=O)c1cccc(COc2ccccc2OC)c1	4	-4	0	i	-4	-2	-0.5	4	3
Cc1ccc(CC(=O)NCC(O)c2ccccc2)cc1 (centres undefined)	-1	14	5	i	1	-2	2.1	1	0
O=C(NCCS(=O)(=O)NCc1ccco1)c1ccccc1	-8	5	0	i	-2	-7	-0.1	-4	-3
Cc1ccc(C(=O)c2ncc[nH]2)cc1	16	5	-1	i	-4	-7	0.2	-1	1
Cc1c(CC(=O)N2CCC(C(=O)O)CC2)c(=O)oc2cc3c(cc12)CCC1(CCCCC1)O3	-1	-10	-1	x	-10	-8	3.5	4	-7
O=[N+]([O-])c1ccc(O)c(C=Nc2cccc3ncccc23)c1	2	27	-2	i	-14	-1	5.2*	2	1
O=C(c1nc2ccccn2c1CN1CCCC(OCc2ccccc2)C1)N1CCCC1 (centres undefined)	10	0	1	i	-1	-2	0.3	2	-12
COc1ccc(N2C(=O)c3ccc(C(=O)Nc4ccccc4OC)cc3C2=O)cc1	-1	14	0	i	-5	16	1.6	2	3
Cc1nonc1C(=O)N/N=C/c1cc2c(cc1Br)OCO2	-2	9	-2	i	-12	-2	0.0	x	8
COC(=O)C/C(N)=C(\C#N)C(=O)OC	18	-2	2	i	-4	-2	0.0	-5	-6
CCC(C)n1c(OC)nc2c1c(=O)n(C)c(=O)n2C (centres undefined)	-1	11	0	i	-2	-1	1.8	-2	8
CCCn1ncc(CN2CCN(Cc3ccsc3)C(CCO)C2)c1C (centres undefined)	9	2	2	i	-1	-4	-0.5	2	0
Nc1cc(=O)[nH]c(SCC(=O)Nc2ccc([N+](=O)[O-])cc2)n1	6	-11	-1	i	0	7	2.9	5	-5
Cc1nc(N2CCN(S(=O)(=O)c3ccc(F)cc3)CC2)c2c(-c3cccs3)csc2n1	4	11	0	i	-5	30	-0.1	-10	-1
O=C(NCc1ccco1)C(=O)c1cn(CC(=O)N2CCCC2)c2ccccc12	-10	-9	-2	i	-2	-7	0.0	4	-2
OCCN1CCN(c2ncnc3c2ncn3[C@H]2CN(Cc3cccc(C(F)(F)F)c3)C[C@@H](CO)O2)CC1	-3	-3	-2	i	-3	-8	-0.3	2	-8
O=S(=O)(Nc1ccccc1N1CCCC1)c1ccccc1C(F)(F)F	6	-6	5	i	-2	6	0.0	2	-2
COc1cc2c(cc1NC(=O)C(C)Sc1cccc[n+]1[O-])oc1ccccc12 (centres undefined)	1	-11	-3	i	-1	-2	0.5	1	-4
O=C(CSc1nnc(-c2ccccc2)n1-c1ccc(Cl)cc1)NC1CCS(=O)(=O)C1 (centres undefined)	4	9	-1	i	-6	-2	-0.6	6	-3
CCOc1ccc(C(=O)NCc2ccccc2OC)cc1	0	2	-5	i	-2	-7	-0.8	3	-19
COc1cc(OC)cc(C(=O)N2c3ccc(F)cc3CCC2C)c1 (centres undefined)	-2	20	-3	i	-1	7	0.8	-5	0
CCOC(=O)C1CCN(C(=O)COc2ccc([N+](=O)[O-])cc2)CC1	3	-2	3	i	-2	59*	3.7	9	-11
CCc1nnc(NC(=O)CSc2nnc(CNc3ccc(F)cc3)n2C2CCCCC2)s1	-10	7	-1	i	-5	5	1.9	-19	-10
O=C(Nc1ccncc1)c1c(F)cccc1F	-4	-13	3	i	-8	-6	x	-25	0
CCC1(C(=O)OC)NC(c2ccco2)C2C(=O)N(c3ccc(C)cc3)C(=O)C21 (centres undefined)	3	-1	5	i	0	-6	1.6	-3	-9
c1ccc(C2CCCN(Cc3nc(CC4CC4)no3)CC2)cc1 (centres undefined)	4	2	2	i	-9	-10	0.9	0	4
COc1ccc(C2C(C(=O)NCc3cccnc3)c3cc(OC)c(OC)cc3C(=O)N2C)cc1 (centres undefined)	8	0	3	i	3	-2	-1.6	0	-3

In the list so far, three contain two or more sulfur atoms:
SMILES	NRP1-CendR mod	SKN-1 block	Rin1-Abl PPI inh	Neddyl block	MsrA act	FAS-TE inh	MsrA inh	MT1-MMP act inh	E coli Lon inh
Cc1nc(N2CCN(S(=O)(=O)c3ccc(F)cc3)CC2)c2c(-c3cccs3)csc2n1	4	11	0	i	-5	30	-0.1	-10	-1
O=C(CSc1nnc(-c2ccccc2)n1-c1ccc(Cl)cc1)NC1CCS(=O)(=O)C1 (centres undefined)	4	9	-1	i	-6	-2	-0.6	6	-3
CCc1nnc(NC(=O)CSc2nnc(CNc3ccc(F)cc3)n2C2CCCCC2)s1	-10	7	-1	i	-5	5	1.9	-19	-10

The results go on:
SMILES	NRP1-CendR mod	SKN-1 block	Rin1-Abl PPI inh	Neddyl block	MsrA act	FAS-TE inh	MsrA inh	MT1-MMP act inh	E coli Lon inh
CCc1nn(CCCC(=O)NC(C)c2ccccc2)c(=O)c2cc3occc3n12 (centres undefined)	6	5	0	i	-4	-7	1.2	0	-5
Oc1ccc(C[C@H]2CNC(=S)N2CC2CCCN2C[C@H](Cc2ccc(O)cc2)N2C[C@H](Cc3ccccc3)N(CC3CCCCC3)C2=S)cc1 (some centres undefined)	-3	2	-2	i	1	-104	0.4	-12	12
CC(=O)Nc1ccc(Oc2ccc([N+](=O)[O-])cc2Cl)cc1	5	0	7	i	-6	8	0.9	2	10
Cc1ccc(Cn2c(CN3CC(C)OC(C)C3)nc3c2c(=O)[nH]c(=O)n3C)cc1 (centres undefined)	15	20	-1	i	3	-4	-0.3	2	-2
O=[N+]([O-])c1cc(Br)cc(/C=N/n2cnnc2)c1O	-14	-1	-2	i	-9	-1	1.8	-1	4
O=C(C1CCC(Cn2c(=S)[nH]c3ccccc3c2=O)CC1)N1CCOCC1 (centres undefined)	-6	-32	4	i	-5	-4	0.0	6	-15
CCCCNC(=O)C1(C)CCCCN1C(=O)c1c(C)noc1C (centres undefined)	-22	-16	2	i	2	-7	0.4	3	2
O=c1cc(-c2ccc(O)cc2)oc2ccc(O)cc12	-10	-10	0	x	-2	-2	5.5*	0	4
N#Cc1cc([N+](=O)[O-])ccc1NC(=O)CSc1n[nH]c(=O)[nH]c1=O	1	-9	-3	i	-1	-5	0.5	-3	-2
CCOC(=O)CCCc1ccc(/C(C)=N/NC(=S)NC)cc1	5	-4	2	i	-3	4	0.2	-1	6
CCN1/C(=C/C=C/c2sc3ccccc3[n+]2CC)Sc2ccccc21	-65	86	-16	i	-7	-17	x	48	30
Cc1nn(CC(=O)N2CCOCC2)c(=O)c2nn(-c3ccccc3)c(C)c12	-30	19	4	i	-3	-5	0.0	1	-4
COc1ccc(OC)c(NC(=O)Nc2nc(CN(C)C)cs2)c1	5	6	2	i	-2	-9	0.3	0	-6
Cc1ccc(Cl)cc1N1CCN(S(=O)(=O)c2c(C)noc2C)CC1	-7	2	-1	i	-1	28	-0.6	-7	2
COC(=O)CSC1=C(C#N)C(c2ccccc2)CC(=O)N1 (centres undefined)	-4	-8	-3	i	-2	-8	0.5	-1	-2
COc1ccc(S(=O)(=O)CCC(=O)N(C)c2ccc(OC)cc2OC)cc1	7	1	-1	i	0	-4	-0.1	6	-5
COc1ccc(CNC(=O)Nc2cc(C)ccc2C)cc1	-2	1	0	i	-3	-4	-0.5	-2	1
COCCCn1ccc(O)c(Cc2ccc(F)cc2)c1=O	-21	7	6	i	3	-10	0.2	2	-13
CCN(CC)CCN(C)C(c1cc2ccccc2o1)c1nnnn1C(C)(C)C (centres undefined)	5	-3	x	i	1	-12	-0.5	5	-3
CC(c1ccccc1)C(CC(=O)O)C(=O)NC1CCCCC1 (centres undefined)	-5	14	-3	i	-2	1	0.6	1	-1

Shown with values under each structure: 3 of the compounds above
Values run as follows: NRP1-CendR mod	SKN-1 block	Rin1-Abl PPI inh	Neddyl block	MsrA act	FAS-TE inh	MsrA inh	MT1-MMP act inh	E coli Lon inh
- COCCCn1ccc(O)c(Cc2ccc(F)cc2)c1=O
→ -21	7	6	i	3	-10	0.2	2	-13
- CC(c1ccccc1)C(CC(=O)O)C(=O)NC1CCCCC1 (centres undefined)
→ -5	14	-3	i	-2	1	0.6	1	-1
- Cc1ccc(Cl)cc1N1CCN(S(=O)(=O)c2c(C)noc2C)CC1
→ -7	2	-1	i	-1	28	-0.6	-7	2

The list continues.
SMILES	NRP1-CendR mod	SKN-1 block	Rin1-Abl PPI inh	Neddyl block	MsrA act	FAS-TE inh	MsrA inh	MT1-MMP act inh	E coli Lon inh
COc1ccc(F)cc1C(=O)C1CCCN(C(=O)c2ocnc2C)C1 (centres undefined)	-29	-1	-1	i	-1	-2	-0.4	1	0
CCCCn1nnnc1C(c1cccc(OC)c1OC)N1CCN(C/C=C/c2ccccc2)CC1 (centres undefined)	-3	-2	2	i	0	16	-0.8	-4	-9
Cn1c(CNC(=O)c2ccco2)nnc1SCCOc1ccccc1	-1	0	1	i	-2	-4	-0.5	-3	8
O=C(CCSCCc1ccccn1)Nc1ccc(Cl)cn1	0	-1	0	i	1	-2	-0.8	5	-2
O=C(CN1C(=O)C2C3C=CC(C3)C2C1=O)Nc1nncs1 (centres undefined)	-7	-10	6	i	-2	-2	-1.3	-5	6
CCOC(=O)N1CCC(NC(=O)c2cc(C(=O)NC3CCCC3)ccc2CO)CC1	-8	5	-1	i	-3	-7	-0.7	-2	6
Cc1cccc2c3c([nH]c12)CCNC3	-5	7	-1	i	-1	-8	0.3	-3	-3
Cc1ccc2nc(-c3ccccc3)c(-c3ccccc3)nc2c1	2	-3	-3	i	-4	20	1.3	2	-3
COc1ccc2[nH]c3ccc(OC)cc3c2c1	2	-4	0	i	-1	-3	-0.1	13	-2
CCOc1cc(C2C(C(=O)N3CCCCC3)=C(C)NC3=C2C(=O)CC(C)(C)C3)ccc1O (centres undefined)	-10	6	-3	i	-3	-4	1.1	-1	-7
N#Cc1ccc(CSc2nnc3ccccn23)cc1	4	5	-1	i	0	-2	-0.4	5	-4
CC(C)(C)c1cc(C2COC(=O)COCCOCC(=O)OCCOCCO2)cc(C(C)(C)C)c1O (centres undefined)	4	-20	5	i	-7	2	-0.1	3	-1
Cc1cccc(NS(=O)(=O)c2ccc3nc(-c4ccccc4)[nH]c3c2)c1C	-8	8	2	i	-8	-8	1.1	-1	16
Cc1cc(SCC(=O)Nc2cccnc2Cl)nc2ccccc12	-5	0	-3	i	-3	32	0.7	-7	5
Cc1c(/C=N/NC(=O)CNc2ccccc2)c2ccccn2c1C(=O)c1ccccc1	-6	1	-1	i	-5	24	0.8	-5	-15
Cc1ccc(S(=O)(=O)N2CCN(CC(O)COc3ccccc3)CC2)cc1 (centres undefined)	1	-7	4	i	0	2	1.0	-3	-1
CC1(C(=O)NS(=O)(=O)Cc2ccccc2C(F)(F)F)CCN1C(=O)Cc1ccsc1 (centres undefined)	-9	-23	-3	i	-2	-9	-0.3	-2	0
O=C(CCN1C(=O)S/C(=C\c2cccs2)C1=O)NC1=NCCS1	-17	10	-5	i	-5	-16	2.1	-1	-10
